# Bioassay records from PubChem BioAssay.
# AmpC detergent = qHTS Inhibitors of AmpC Beta-Lactamase (assay with detergent); P00811; AmpC hydrolysis of nitrocefin, absorbance 480 nm, 0.01% Triton; Potency, µM (series often up to 114 µM), without a hit: at the highest dose activity change, negative = inhibition, most hits filed as inhibitors; 0.041% of 370,000 active; AID 485294, 2010;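 also: potency is read from the fitted curve at half-maximal effect; 0% = no-compound wells and -100% = no-enzyme wells; nearly all actives have a fitted effect of over 25% in size; some results filed as inactive show a strong effect at the top dose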
# Target sequence (P00811 whole entry, looked up): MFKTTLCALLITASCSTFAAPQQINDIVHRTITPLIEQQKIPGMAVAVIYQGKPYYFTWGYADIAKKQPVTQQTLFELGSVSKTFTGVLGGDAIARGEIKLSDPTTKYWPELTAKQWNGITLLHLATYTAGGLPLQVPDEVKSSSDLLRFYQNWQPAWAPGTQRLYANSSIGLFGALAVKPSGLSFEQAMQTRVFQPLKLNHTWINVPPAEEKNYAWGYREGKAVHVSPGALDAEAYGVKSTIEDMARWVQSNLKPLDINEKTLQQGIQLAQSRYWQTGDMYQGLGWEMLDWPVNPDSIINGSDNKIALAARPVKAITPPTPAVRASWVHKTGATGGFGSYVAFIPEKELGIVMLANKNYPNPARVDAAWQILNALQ
#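 AmpC (5.3 nM in the dispensed reagent) in 20 mM phosphate pH 7.0 with 0.01% (detergent screen) or 0.0001% Triton X-100 was preincubated with compounds for 15 min at room temperature. Nitrocefin was then added from an 800 uM solution, and hydrolysis was followed at 480 nm.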
# HCMV inh = qHTS Assay for inhibitors of the human cytomegalovirus (HCMV); HFF cells, HCMV-luciferase reporter, 72 h; active compounds read low; activity change, negative = inhibition, % at 57.5 µM; 4.5% of 410,000 active; AID 1259415, 2018; in the data active = activity change below about -60%; inconclusive = no clear call, values can overlap the other calls; inactive = above about -39%
#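 Two-dose cell screen: HFF monolayers treated with compounds and infected with luciferase-expressing HCMV at 1 PFU/cell, 72 h at 37C, then lysed for luciferase measurement.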
# Sm TGR inh = qHTS Assay for the Inhibitors of Schistosoma Mansoni Peroxiredoxins; purified TGR, DTNB reduction, TNB absorbance 405 nm; Potency, µM (highest dose often 114 µM), without a hit: top-dose activity change, negative = inhibition, usual class: inhibitors; 3% of 360,000 active; also: potency is read from the fitted curve at half-maximal effect; nearly all actives have a fitted effect of over 60% in size
#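 First, TGR (20 nM dispensed) and NADPH were mixed with compound. Second, a 15 min room-temperature incubation followed. Third, further NADPH and then DTNB were added to start the reaction. Finally, TNB absorbance was monitored kinetically.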
# AmpC inh no detg = qHTS Inhibitors of AmpC Beta-Lactamase (assay without detergent); AmpC nitrocefin hydrolysis, absorbance 480 nm, 0.0001% Triton; Potency, µM (doses to about 57.1 µM), inactives show top-dose activity change, negative = inhibition, usual class: inhibitors; 0.52% of 330,000 active;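 also: potency is read from the fitted curve at half-maximal effect; plate controls were no compound for no effect and no enzyme for full effect; nearly all actives have a fitted effect of over 20% in size; some results filed as inactive show a strong effect at the top dose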
#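 AmpC (5.3 nM in the dispensed reagent) in 20 mM phosphate pH 7.0 with 0.01% (detergent screen) or 0.0001% Triton X-100 was preincubated with compounds for 15 min at room temperature. Nitrocefin was then added from an 800 uM solution, and hydrolysis was followed at 480 nm.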
# LmPK inhibitor = qHTS Assay for Inhibitors of Leishmania Mexicana Pyruvate Kinase (LmPK) | AID 1721, 2009 | Potency, µM (highest dose often 57.5 µM), for inactives: at the highest dose activity change, negative = inhibition, hits mostly inhibitors | purified LmPK, Kinase-Glo ATP luminescence, 1 h | 0.37% of 290,000 active; also: potency is read from the fitted curve at half-maximal effect
# Target sequence (Q27686 whole entry, looked up): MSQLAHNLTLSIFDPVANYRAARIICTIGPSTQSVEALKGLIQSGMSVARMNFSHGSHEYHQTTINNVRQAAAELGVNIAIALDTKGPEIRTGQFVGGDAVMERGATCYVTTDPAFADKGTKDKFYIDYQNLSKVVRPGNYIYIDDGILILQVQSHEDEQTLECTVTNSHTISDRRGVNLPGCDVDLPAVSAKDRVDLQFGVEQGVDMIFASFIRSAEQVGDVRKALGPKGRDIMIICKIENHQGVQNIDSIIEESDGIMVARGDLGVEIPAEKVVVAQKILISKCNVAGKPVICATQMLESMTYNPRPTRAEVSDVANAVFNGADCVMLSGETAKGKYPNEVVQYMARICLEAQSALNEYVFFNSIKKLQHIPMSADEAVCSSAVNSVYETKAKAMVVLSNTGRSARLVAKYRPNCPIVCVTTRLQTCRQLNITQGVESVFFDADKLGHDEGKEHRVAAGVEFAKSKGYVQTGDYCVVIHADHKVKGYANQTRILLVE
#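 ATP generated from ADP (0.1 mM) and PEP (0.5 mM) by 0.1 nM LmPK over 1 h at room temperature (pH 7.2 imidazole buffer) was detected by coupled luciferase luminescence. Values were normalized to uninhibited and no-enzyme wells.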
# AMA1 RON2 block = qHTS for Inhibitors of AMA1-RON; Towards Development of Antimalarial Drug Lead: Primary Screen. Plasmodium falciparum AMA1 (3D7) - RON2 peptide interaction. AlphaScreen AMA1-biotinylated RON2 peptide binding. Potency, µM (highest dose often 58.2 µM), for the others: at the highest dose activity change, negative = inhibition, most hits filed as inhibitors. 0.2% of 360,000 active. AID 720542, 2013;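 also: potency is read from the fitted curve at half-maximal effect; 0% = vehicle wells and -100% = peptide control; nearly all actives have a fitted effect of over 45% in size; some results filed as inactive show a strong effect at the top dose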
#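 AMA1 (3D7) with his tag at 25 nM final met compounds first, then biotinylated RON2 peptide at 25 nM; detection used donor plus acceptor beads, 10 µg/mL apiece, read by AlphaScreen after 30 min at room temperature.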
# TbPYK inhibitor = qHTS of Trypanosoma Brucei Inhibitors; pyruvate kinase (Trypanosoma brucei), Q57TT1; TbPYK enzyme, Kinase-Glo Plus ATP luminescence, 45 min; AID 624173, 2012; Potency, µM (top dose mostly 76.8 µM), for the others: at the highest dose activity, negative = inhibition, actives largely listed as inhibitors; 0.12% of 410,000 active; also: potency is read from the fitted curve at half-maximal effect; nearly all actives have a fitted effect of over 50% in size
#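 In this concentration-response screen, enzyme-free wells defined baseline while DMSO plates tracked drift. Each reaction combined TbPYK, substrate, compound and 130 uM ADP for 45 min at room temperature. Kinase-Glo Plus luminescence gave the signal.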
# An asterisk follows results filed as active; u = inconclusive; x = no result given; & = joins results of further samples; [ ] = remark or other dose. Unless noted, calls follow the shape of the dose curve; as a rule, active = well fitted curve in the direction sought with a large enough effect; inconclusive = small, poorly fitted or top-dose-only effect, or another doubt; inactive = no such curve, though single readings can be large; an effect the other way counts as inactive or inconclusive. Unless noted, % is scaled to controls: 0 for no effect and ±100 for the full control effect.
SMILES,AmpC detergent,HCMV inh,Sm TGR inh,AmpC inh no detg,LmPK inhibitor,AMA1 RON2 block,TbPYK inhibitor
CCOC(=O)c1c(NC(=S)NC(=O)c2cnn(CC)c2)sc2c1CCC(C)C2 (stereo not drawn),-7%,59,-21%,-14%,0%,-7%,5%
Cc1cccnc1NC(=S)NCc1ccco1,0%,-19,u,-10%,1%,-11%,u
Cc1nn(C)c(C)c1S(=O)(=O)NCCc1ccc(Cl)cc1,-10%,-8,2%,-8%,4%,-4%,-5%
CCCNC(=O)C1(C)CCCN(C(=O)Cc2cccc(OC)c2)C1 (stereo not drawn),x,-9,x,x,x,0%,5%
CCCn1c(CN2CCN(c3cccc(Cl)c3)CC2)nc2c1c(=O)n(C)c(=O)n2C,-15%,u,-10%,107%[activator],8%,0%,1%
COc1ccc(Br)c(C(=O)OCC(=O)NC2CC2)c1,u,8,5%,-16%,x,-8%,-3%
CCOC(=O)N1CCN(Cc2nc3cc(NC(=O)c4cccs4)ccc3n2CC)CC1,5%,-16,-7%,99%[activator],4%,7%,2%
Cn1c(SCC(=O)NCc2cccs2)nnc1-c1ccncc1,u,20,8%,-14%,3%,u,2%
CN(C(=O)c1ccc(Br)o1)C1(C)CCS(=O)(=O)C1 (stereo not drawn),u,19,-2%,-15%,1%,-9%,0%
O=C(CSc1nc2ccccc2c(=O)n1CC1CCCO1)Nc1ccccc1 (stereo not drawn),-5%,13,-4%,-4%,0%,10%,3%
O=C(COC(=O)c1cc(S(=O)(=O)N2CCCC2)ccc1O)Nc1ccc(F)cc1F,x,5,x,-19%,x,-10%[11.6 µM],3%
COc1ccc(Nc2nc(N3CCOCC3)nc(N3CCOCC3)n2)cc1,4%,25,10%,-12%,14%,5%,0%

# By substructure: those above containing a Cl atom
SMILES,AmpC detergent,HCMV inh,Sm TGR inh,AmpC inh no detg,LmPK inhibitor,AMA1 RON2 block,TbPYK inhibitor
Cc1nn(C)c(C)c1S(=O)(=O)NCCc1ccc(Cl)cc1,-10%,-8,2%,-8%,4%,-4%,-5%
CCCn1c(CN2CCN(c3cccc(Cl)c3)CC2)nc2c1c(=O)n(C)c(=O)n2C,-15%,u,-10%,107%[activator],8%,0%,1%

# Returning to the listing, repeating the 4 entries before the break.
SMILES,AmpC detergent,HCMV inh,Sm TGR inh,AmpC inh no detg,LmPK inhibitor,AMA1 RON2 block,TbPYK inhibitor
CN(C(=O)c1ccc(Br)o1)C1(C)CCS(=O)(=O)C1 (stereo not drawn),u,19,-2%,-15%,1%,-9%,0%
O=C(CSc1nc2ccccc2c(=O)n1CC1CCCO1)Nc1ccccc1 (stereo not drawn),-5%,13,-4%,-4%,0%,10%,3%
O=C(COC(=O)c1cc(S(=O)(=O)N2CCCC2)ccc1O)Nc1ccc(F)cc1F,x,5,x,-19%,x,-10%[11.6 µM],3%
COc1ccc(Nc2nc(N3CCOCC3)nc(N3CCOCC3)n2)cc1,4%,25,10%,-12%,14%,5%,0%
O=c1c2ccccc2nc(SCc2ccncc2)n1CC1CCCO1 (stereo not drawn),-1%,-25,-1%,-2%,-1%,-15%,-4%
COc1ccccc1Nc1ccc(C(=O)NC2CCCCC2)cn1,2%,-6,12%,-8%,0%,0%,1%
CC1(C)CC(=O)C(CC2=C(N)CC(C)(C)CC2=O)=C(N)C1,6%,-1,-29%,-7%,-5%,-11%,-7%
Cc1ccc(CN(Cc2ccco2)C(=O)c2ccc(Cl)cc2)o1,-8%,-23,-8%,x,x,x,0%
COC(=O)C(C)n1cnc2c(nnn2-c2ccc(C)cc2)c1=O (stereo not drawn),u,1,0%,-6%,-7%,34%[activator],1%
COc1cc(OC)cc(C(=O)N(CCCN2C(=O)c3cccc4cccc(c34)C2=O)c2cccc(OC)c2)c1,7%,-8,2%,14%,-1%,-4%,0%
O=c1[nH]sc2cc(F)ccc12,-8%,-98*,-19%,-24%,23%,-1%,u
O=C(NCCN1CCOCC1)C1CC(=O)N(c2cccc(C(F)(F)F)c2)C1 (stereo not drawn),-15%,-39,-9%,-11%,x,10%,2%
CC(C)(C)OC(=O)[C@H](Cc1ccccc1)NC(=O)c1nc[nH]c1C(=O)N[C@@H](Cc1ccccc1)C(=O)OC(C)(C)C,1%,-68*,12%,15%,2%,123%[activator],-4%
O=C(NN1C(=O)c2ccccc2C1=O)C1CCCCC1,-10%,20,8%,-26%,-2%,-13%,8%
O=C(Nc1ccc(-c2nc3ccccc3o2)c(O)c1)c1ccccc1,6%,39,13%,x,x,x,-11%
O=C(Cn1nc(-c2ccccc2)oc1=O)OCC(=O)c1ccc(F)c(F)c1,u,0,-5%,-15%,x,-2%[11.6 µM],1%
CCCOc1cccc(C(=O)N/N=C/c2ccoc2)c1,3%,-7,-18%,-34%,-12%,14%,0%
COc1ccccc1C(=O)NCc1ccc(-c2nc3ccccc3s2)cc1,1%,-61*,u,-21%,1%,4%,-10%
COc1ccc(-c2nc3ccc(NS(=O)(=O)c4ccc(C)cc4)cc3o2)cc1,18%,-13,1%,x,x,x,6%
COc1ccccc1CNC(=O)CSC1=Nc2ccccc2N=C(c2ccc(F)cc2)C1,-3%,-9,-1%,x,x,x,0%
COc1ccc(COc2cc(-c3cccc(OC)c3)nc3ccc(NC(=O)c4ccc(Cl)cc4)cc23)cc1,-8%,4,-9%,u,8%,3%,-3%
CC(NC(=S)NC1CCCCC1)C(c1cccs1)N1CCOCC1 (stereo not drawn),0%,-37,0%,-1%,1%,-4%,-3%
CC1(C)Cc2ccccc2-c2nnc(-c3ccccn3)n21,-11%,-10,-6%,3%,-2%,0%,-3%
Cc1cccc(NC(=O)Cn2c(=O)n(CCc3c[nH]c4ccccc34)c(=O)c3cccnc32)c1,u,-16,-12%,-24%,1%,x,x
Cc1cccc(N(C(=O)CNC(=O)c2ccco2)C(C(=O)NC2CCCC2)c2cccnc2)c1C (stereo not drawn),5%,-12,6%,-6%,-7%,6%,-6%
Cc1[nH]c2ccccc2c1C(=O)NS(=O)(=O)Nc1ccc(F)cc1,-15%,-2,1%,-21%,9%,4%,-6%
N#CCCN(Cc1cccnc1)C(=S)Nc1ccccc1Cl,10%,31,2%,-14%,0%,-3%,-6%
O=C(CC(=O)Nc1ccc(Cl)cc1Cl)Nc1ccc(Cl)cc1Cl,4%,17,1%,-14%,0%,-8%,-3%
C/C(=C\c1ccccc1F)C1Nc2cccc3cccc(c23)N1,3%,14,u,-29%,x,x,-6%
COc1cc(/C=N/N2CCCCC2)cc([N+](=O)[O-])c1O,-5%,9,u,-15%,-12%,17%,0%
CN(C)c1nc(N)nc(CSc2nc3cc(Cl)ccc3o2)n1,u,-12,-1%,0%,0%,-1%,3%
Cc1ccc(CN2CC(C(=O)NCCCn3nc(C)cc3C)CC2=O)cc1 (stereo not drawn),x,0,x,x,x,-11%,3%
CN(C)S(=O)(=O)N1CCC(Oc2ccc(C(=O)N3C[C@@H]4CCC[C@H]3C4)cc2)CC1,x,u,x,x,x,12%,6%
CC1=C(NCCc2ccccc2)CCC1=O,-8%,79,-31%,-8%,-6%,9%,1%
Cc1ccc(-n2c(SCC(=O)Nc3cccc(S(N)(=O)=O)c3)nc3ccccc32)cc1,-14%,u,-3%,-27%,4%,-23%,-9%
Cc1nccn1CC(=O)N/N=C/c1ccccc1O,-3%,3,5%,-8%,1%,55%[activator],0%
COc1ccc(-c2nnc(SCC(=O)N3CCCc4ccccc43)o2)cc1OC,-6%,1,-14%,-20%,2%,11%,1%
C/C(=N\Nc1ccc(Cl)c(Cl)c1)c1ccc(-n2ccnc2)cc1,0%,-18,-16%,14µM*,-2%,-16%,4%
CN(c1ccccc1)C(c1ccc(F)cc1)c1nnnn1CC1CCCO1 (stereo not drawn),4%,-35,-2%,-6%,1%,-6%,-2%
CCCCN(CCCC)CCNC(=O)c1cn(CC)c2ccc(S(=O)(=O)N3CCCC3)cc2c1=O,-7%,-13,-11%,-2%,-9%,4%,11%

# Entries listed so far with a thiophene ring, fused or not, in the order listed:
SMILES,AmpC detergent,HCMV inh,Sm TGR inh,AmpC inh no detg,LmPK inhibitor,AMA1 RON2 block,TbPYK inhibitor
CCOC(=O)c1c(NC(=S)NC(=O)c2cnn(CC)c2)sc2c1CCC(C)C2 (stereo not drawn),-7%,59,-21%,-14%,0%,-7%,5%
CCOC(=O)N1CCN(Cc2nc3cc(NC(=O)c4cccs4)ccc3n2CC)CC1,5%,-16,-7%,99%[activator],4%,7%,2%
Cn1c(SCC(=O)NCc2cccs2)nnc1-c1ccncc1,u,20,8%,-14%,3%,u,2%
CC(NC(=S)NC1CCCCC1)C(c1cccs1)N1CCOCC1 (stereo not drawn),0%,-37,0%,-1%,1%,-4%,-3%

# Going on with the list.
SMILES,AmpC detergent,HCMV inh,Sm TGR inh,AmpC inh no detg,LmPK inhibitor,AMA1 RON2 block,TbPYK inhibitor
CCCCn1c(N)c(N(CC)C(=O)c2cc(CC)c(C)s2)c(=O)[nH]c1=O,-19%,31,-1%,24%,x,-6%,-5%
CCn1c(=O)c(C(=O)CN2CC(C)OC(C)C2)c(N)n(Cc2ccccc2)c1=O (stereo not drawn),2%,18,2%,24%,-1%,3%,0%
CC1=C(C/C=C(\C)CCCC(C)CCCC(C)CCCC(C)C)C(=O)c2ccccc2C1=O (stereo not drawn),u,26,28µM*,-33%,x,1%,0%&-2%
Cc1ccc(-n2c(SCC(=O)Nc3ccc4c(c3)OCO4)nnc2-c2ccccn2)cc1,1%,-13,-6%,-7%,6%,-6%,-14%
O=C(Nc1ccc(F)cc1)N1CC2CC(C1)c1cccc(=O)n1C2 (stereo not drawn),-4%,28,3%,-32%,-4%,5%,-1%
O=C(NCCc1c[nH]c2ccccc12)c1ccc(S(=O)(=O)NCc2ccco2)cc1,-7%,28,u,-35%,7%,-17%,0%
CC(Oc1ccc2c3c(c(=O)oc2c1)CCC3)C(=O)N[C@@H](Cc1ccccc1)C(=O)O (stereo partly drawn),-15%,-10,-15%,-11%,-11%,-10%,7%

# Compounds were not picked by outcome; 7.4% or so of the library scored in one or more.
